Screens: PubChem BioAssay, several laboratories
NR2E3 ag-1: agonists of human NR2E3 nuclear receptor | CHO-S Gal4-NCOR/VP16-NR2E3 two-hybrid, luciferase | inhibition of corepressor binding, % at 3.98 µM | 0.35% of 360,000 active | AID 602229;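 active = inhibition above the mean of all tested compounds plus 3 SD, cut at about 70% in these data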;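 also: 0% = DMSO with NR2E3 transfected cells and 100% = cells lacking NR2E3 construct; higher means lower luciferase signal from less NR2E3 corepressor binding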
Target sequence (Q9Y5X4 whole entry, looked up, the tested form may be a part): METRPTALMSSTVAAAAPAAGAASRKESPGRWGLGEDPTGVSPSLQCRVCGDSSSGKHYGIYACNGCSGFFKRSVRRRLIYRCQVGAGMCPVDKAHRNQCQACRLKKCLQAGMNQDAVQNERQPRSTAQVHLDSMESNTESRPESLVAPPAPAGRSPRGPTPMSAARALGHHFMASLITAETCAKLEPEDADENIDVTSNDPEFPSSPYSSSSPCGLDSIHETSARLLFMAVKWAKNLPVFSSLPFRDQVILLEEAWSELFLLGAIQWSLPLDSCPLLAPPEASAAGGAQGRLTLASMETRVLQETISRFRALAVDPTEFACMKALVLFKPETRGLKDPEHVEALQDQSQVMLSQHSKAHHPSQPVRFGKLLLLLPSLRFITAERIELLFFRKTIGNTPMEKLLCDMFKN
NR2E3 ag-2: activates human photoreceptor nuclear receptor NR2E3 | 0.12% of 320,000 active | Q9Y5X4 | inhibition of corepressor binding, % at 4.78 µM | AID 2300 | GST-NR2E3/biotin-RetCOR TR-FRET, 1536-well;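 active = percent inhibition above the cutoff of mean plus 3 SD of all tested compounds, set per screening campaign, cut at about 20% in these data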;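 also: 0% = DMSO wells and 100% = biotin wells as full block of FRET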
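Material – GST-tagged NR2E3 plus biotinylated RetCOR corepressor · Quantity – NR2E3 fusion 1.35 nM · Times – 5 h incubation at 4 °C · Medium – pH 7.5 Tris-based buffer · Technique – TR-FRET, Eu(K)-anti-GST donor, streptavidin-D2 acceptor, ex 340, em 617/671 nm · Benchmarks – high control biotin, low control 0.6% DMSO · Format – 1536-well plates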
HIF-2a block: HIF-2a inhibition; 786-0 RCC cells HIF-2a reporter, luciferase luminescence, overnight; inhibition, % at 18.8 µM; 0.72% of 360,000 active; AID 624352;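 active = inhibition of the luminescence signal of 40% or more relative to plate controls, in a single-dose primary screen at 18.75 µM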
Peg3 prom inh: reduces Peg3 promoter-driven luciferase expression in HeLa; HeLa PEG-Prom luciferase reporter, luminescence, overnight; inhibition, % at 20 µM; 1.7% of 360,000 active; AID 588405;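 active = inhibition of at least 50% at 20 µM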
KKLEB cytotox: counter-screen for CF NF-kB inhibitors: cytotoxicity | KKLEB CF airway cells viability, ATPlite luminescence, overnight; hits give low values; cells stimulated with P. aeruginosa culture filtrate | activity change (cytotoxicity), % at 5 µM | 0.36% of 360,000 active;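 active = corrected activity change at or below -50% at 5 µM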
Shn3 inh set2: inhibitors of Schnurri-3 3'UTR reporter in osteoblasts; Clone20 osteoblast Shn3 3'UTR firefly luciferase, 24 h; inhibition, % at 12.5 µM; 0.52% of 360,000 active; AID 588674;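 active = mean inhibition of at least 75% with every replicate also reaching 75%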;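 also: 0% = median of neutral control wells and 100% = pilot-screen positive control compound; some compounds past the cut are filed as inactive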
hiPSC survival: increases survival of single human iPS cells | AID 602274 | survival enhancement, % at 20 µM | 0.044% of 360,000 active | hiPSC single-cell survival, ATPlite luminescence; 100% = ROCK inhibitor wells, 0% = DMSO; in the data active = survival enhancement above about 18%;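 also: cells exposed to compounds for 16 hours before the ATP read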
LMP1 NFkB inh: Epstein-Barr LMP1 NF-kappaB reporter inhibition | inhibition, % at 12.5 µM | AID 504558 | 0.69% of 350,000 active | LMP1-induced NF-kappaB luciferase reporter cells, luminescence; in the data active = inhibition above about 41%;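 also: 0% = neutral control wells and 100% = reference inhibitor control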
TRAIL sens C8: caspase-8 TRAIL sensitization; NB7+C8 cells + TRAIL, ATPlite viability luminescence; inhibition (viability loss, TRAIL sensitization), % at 10 µM; 1% of 360,000 active; AID 624354;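 active = compounds causing at least 50% loss of cell viability in the single-dose screen, relative to plate controls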
CF NFkB block: inhibitors of cystic fibrosis induced NF-kB; KKLEB NF-kB-GFP reporter, PAF-induced, GFP fluorescence overnight; inhibition, % at 5 µM; 0.86% of 360,000 active; AID 588850;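 active = at least 50% inhibition at 5 µM, scaled per plate between neutral and stimulator controls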;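 also: PAF is a Pseudomonas aeruginosa culture filtrate used as stimulus; plate controls were PAF-stimulated DMSO wells for no effect and unstimulated DMSO wells for full effect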
TRPM1 prom inh: MITF TRPM1 promoter inhibition in SK-MEL-5 cells; 0.83% of 330,000 active; SK-MEL-5 TRPM1 promoter luciferase, 24 h; inhibition, % at 12.5 µM; AID 488899;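 active = mean inhibition across replicates of 60% or more, whatever share of single replicates reaches that level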; also: values of inactives mirror those of a sister screen read the other way
* hit, by the source's call; nt = no result given. Some of the compounds tested; the hit share may differ from the screen's.

[1] CC12CN3CC(C)(CN(C1)C3c1cc3ccccc3[nH]1)C2=O (stereo unspecified)
[2] CCN(Cc1ccccc1)C(=O)CCS(=O)(=O)c1ccc2c(c1)CCN2C(C)=O
[3] COc1ccc(NC(=O)NC2CCCc3ccccc32)c(OC)c1 (stereo unspecified)
[4] O=C(COC(=O)C1CCC1)NCc1ccccc1Cl
[5] CC(C)(C)OC(=O)N1CCN(C(=O)[C@H](Cc2ccc(O)cc2)n2cc(CCO)nn2)CC1
[6] N#Cc1cccc(NC(=O)COC(=O)CCc2nc3ccccc3c(=O)[nH]2)c1
[7] c1ccc(Nc2cccc3c(Nc4ccccc4)cccc23)cc1
[8] CCOc1cc2c(cc1OCC)C(C(=O)O)C(c1cc(Br)c(O)c(OC)c1)N(C)C2=O (stereo unspecified)

Assay by compound	1	2	3	4	5	6	7	8
NR2E3 ag-1	2	-6	7	2	9	10	-35	-1
CF NFkB block	9	-21	-15	6	-3	6	-11	-2
Shn3 inh set2	-8	11	19	-13	0	-16	-7	-8
TRAIL sens C8	-8	6	-4	-18	3	0	3	0
HIF-2a block	14	12	6	10	8	10	-6	14
hiPSC survival	14	-0.6	-0.5	-2.2	1.1	-0.3	0.2	-3.7
LMP1 NFkB inh	-1	8	11	5	8	0	-21	5
Peg3 prom inh	15	2	25	9	-1	-5	-6	-46
TRPM1 prom inh	-4	16	14	13	-6	12	-14	6
KKLEB cytotox	-6	4	17	-19	5	-1	11	-1
NR2E3 ag-2	-5	-2	-2	3	6	4	2	3

[9] Cc1ccc(CSC2=CS(=O)(=O)c3ccccc3N2)cc1
[10] O=C(NCCCN1CCOCC1)C(C(=O)NCCCN1CCOCC1)c1ncc(C(F)(F)F)cc1Cl
[11] Cn1nc(N)c2c(-c3ccc(Cl)cc3)c(C#N)c(N)nc21
[12] Cc1cc(C)cc(NC(=O)Cn2c(-c3ccccc3Cl)nc3ccccc32)c1
[13] COC(=O)CN1C(=S)N(c2ccc(Cl)cc2)C(=O)C1CC(=O)Nc1ccccc1 (stereo unspecified)
[14] O=C1N(Cc2ccc(F)cc2)CCN1c1ccc(F)cc1
[15] CC(OC(=O)CNC(=O)c1ccc(F)cc1)C(=O)Nc1ccc(S(=O)(=O)N2CCOCC2)cc1 (stereo unspecified)
[16] Cc1ccc(N(C)S(=O)(=O)c2c[nH]c3ccc([N+](=O)[O-])cc23)cc1

Assay by compound	9	10	11	12	13	14	15	16
NR2E3 ag-1	-48	0	4	5	-17	-54	-31	-11
CF NFkB block	13	-3	35	15	4	-2	-19	-8
Shn3 inh set2	5	2	28	-66	-19	-11	-6	17
TRAIL sens C8	-2	3	-12	8	12	-5	0	10
HIF-2a block	-44	9	29	-46	8	-98	8	3
hiPSC survival	-1.6	2.2	-1.7	1.3	3.1	-0.4	-0.3	0.2
LMP1 NFkB inh	3	-6	-1	2	12	-20	4	-1
Peg3 prom inh	-23	22	7	-25	2	-85	0	36
TRPM1 prom inh	-12	2	4	-7	7	-57	-2	-15
KKLEB cytotox	-8	-1	-7	-10	-3	6	9	-4
NR2E3 ag-2	1	3	2	-2	0	4	4	3

[17] N#C/C(=C\c1cccnc1)c1nc2c(s1)CCCC2
[18] Cc1cc(Cl)ccc1OC(C)C(=O)Nc1ccc(C(=O)Nc2ccccc2C(=O)O)cc1 (stereo unspecified)
[19] CCOc1[nH]n(-c2ccccc2)c(=O)c1C=NCc1cccnc1
[20] CCOC(=O)c1nc(-c2ccc(OC)c(OC)c2)cnc1C#N
[21] CCN(CCn1cccn1)C(=O)c1cc(COc2c(F)cccc2F)on1
[22] Cc1ccc(Cc2c(-c3cccc(Br)c3)nc3ccc(Br)cn23)cc1
[23] COc1cc(CN2CCN(Cc3ccc(C)cc3)C(CCO)C2)cc(OC)c1O (stereo unspecified)
[24] CCC(C)NC(=O)Cn1cnc2sc(C)c(S(=O)(=O)N3CCN(c4ccccc4OC)CC3)c2c1=O (stereo unspecified)

Assay by compound	17	18	19	20	21	22	23	24
NR2E3 ag-1	-105	53	-28	-16	15	-51	-12	15
CF NFkB block	9	26	6	-5	21	0	4	-2
Shn3 inh set2	-103	-3	-18	3	-11	-28	9	9
TRAIL sens C8	8	-4	-5	-15	2	15	-2	1
HIF-2a block	-271	25	15	15	-13	-288	18	3
hiPSC survival	1.6	-0.3	3.1	-1.5	-0.7	-2.2	-0.2	0.2
LMP1 NFkB inh	8	10	4	5	-7	nt	-2	11
Peg3 prom inh	-294	14	4	4	-14	-222	0	-1
TRPM1 prom inh	-41	14	-5	4	-4	nt	4	-7
KKLEB cytotox	-5	-9	-4	9	-5	-8	5	0
NR2E3 ag-2	3	4	3	1	-1	nt	2	0

Single records, from the list above.
CCC(C)NC(=O)Cn1cnc2sc(C)c(S(=O)(=O)N3CCN(c4ccccc4OC)CC3)c2c1=O (stereo unspecified) is entered as NR2E3 ag-1 = 15; CF NFkB block = -2; Shn3 inh set2 = 9; TRAIL sens C8 = 1; HIF-2a block = 3; hiPSC survival = 0.2; LMP1 NFkB inh = 11; Peg3 prom inh = -1; TRPM1 prom inh = -7; KKLEB cytotox = 0; NR2E3 ag-2 = 0
CCN(CCn1cccn1)C(=O)c1cc(COc2c(F)cccc2F)on1 is entered as NR2E3 ag-1 = 15; CF NFkB block = 21; Shn3 inh set2 = -11; TRAIL sens C8 = 2; HIF-2a block = -13; hiPSC survival = -0.7; LMP1 NFkB inh = -7; Peg3 prom inh = -14; TRPM1 prom inh = -4; KKLEB cytotox = -5; NR2E3 ag-2 = -1

The results go on:
[25] CCC1CCCN1Cn1cnc2c([nH]c3ccc(Cl)cc32)c1=O (stereo unspecified)
[26] CCOC(=O)CCCNC(=O)CCCNC(=O)C(c1ccccc1)c1ccccc1
[27] Cc1ccc(-n2c([O-])nc(-[n+]3ccccc3)c2C=O)cc1
[28] N#C/C(=C\c1ccc(OCc2ccccc2)cc1)C(N)=O
[29] C=CCC1CCCC(=O)N2CC[C@H](O)C12 (stereo partly specified)
[30] CC1(c2ccc(OC(F)F)cc2)NC(=O)N(CC(=O)c2ccc3c(c2)OCO3)C1=O (stereo unspecified)
[31] COc1ccc(CCNC(=O)Nc2ccc(F)cc2F)cc1OC
[32] O=C(c1ccc(Cl)cc1)c1c[nH]c(C(=O)C(Cl)(Cl)Cl)c1

Assay by compound	25	26	27	28	29	30	31	32
NR2E3 ag-1	-13	-12	3	0	29	13	-32	-10
CF NFkB block	-14	-3	3	-36	-26	-7	-22	-3
Shn3 inh set2	-11	11	-19	-6	-6	-7	13	-20
TRAIL sens C8	5	-5	-31	12	20	11	11	2
HIF-2a block	-10	-9	14	-184	8	5	8	-7
hiPSC survival	-1.2	-0.2	1.7	3.2	1.4	-0.3	-0.1	-5.3
LMP1 NFkB inh	-24	-6	-9	-13	-2	3	1	-7
Peg3 prom inh	13	-1	18	-191	-14	16	-6	58*
TRPM1 prom inh	-14	-3	11	-62	0	9	-4	-9
KKLEB cytotox	-4	3	3	3	-2	-6	5	2
NR2E3 ag-2	2	-2	-9	-1	1	0	-2	0

[33] CC(C)(C#N)NC(=O)C(=O)c1c(-c2ccccc2)cc2ccccn12
[34] CC1Cc2ccccc2N1CC(=O)Nc1ccc2c(c1)OCO2 (stereo unspecified)
[35] CC(C)CC(c1nnnn1CCc1ccccc1)N1CCN(C(=O)c2ccco2)CC1 (stereo unspecified)
[36] O=C(CSc1nnc(-c2cccc(Br)c2)o1)NCC1CCCO1 (stereo unspecified)
[37] Cc1nc2ccccc2c2c1C(=O)N(C)C2=O
[38] CCOC(=O)N1C(=O)[C@@](CC)(c2ccccc2)N1C(=O)OCC
[39] COc1ccccc1N1CCN(C(=O)C2c3ccccc3Oc3ccccc32)CC1
[40] Cn1c(S(=O)(=O)c2ccc([N+](=O)[O-])cc2)nc(Br)c1Br

Assay by compound	33	34	35	36	37	38	39	40
NR2E3 ag-1	-24	-15	-3	-19	5	4	-65	17
CF NFkB block	1	15	22	0	-12	49	19	-1
Shn3 inh set2	nt	22	nt	-4	13	-10	12	14
TRAIL sens C8	7	2	-8	-2	-4	-8	-3	-7
HIF-2a block	18	-15	-4	8	-10	19	-8	-5
hiPSC survival	0.0	4.6	1.7	5.5	3.3	-2.9	0.9	-0.4
LMP1 NFkB inh	-15	0	1	-8	-2	5	5	3
Peg3 prom inh	-9	-20	0	-4	3	34	1	-10
TRPM1 prom inh	-4	-9	-7	nt	12	75*	12	2
KKLEB cytotox	4	-9	-7	-3	2	-9	-8	-6
NR2E3 ag-2	2	2	1	nt	0	0	2	0

[41] Cc1ccc(C(C)C)c(OCCNCc2ccccc2)c1
[42] Cc1ccc(N)c(C(O)(C(F)(F)F)C(F)(F)F)c1
[43] COC(=O)CCNS(=O)(=O)c1ccc2nsnc2c1
[44] O=C(c1ccccc1N1CCOCC1)N1CCCC(Nc2ccc(F)cc2)C1 (stereo unspecified)
[45] CCOC(=O)c1nnn2c3ccccc3c(=O)n(C)c12
[46] COc1cc(CNC2CCCC2)cc(Cl)c1OCc1ccccc1Cl
[47] O=S1(=O)N=C2CCCCCN2C(c2ccc(F)cc2)N1 (stereo unspecified)
[48] CCCn1nc(NC(=O)c2cccs2)c2cc3ccccc3nc21
[49] CC(Cc1n[nH]c(=S)o1)c1ccccc1 (stereo unspecified)

Assay by compound	41	42	43	44	45	46	47	48	49
NR2E3 ag-1	18	-20	-9	-3	5	9	-6	-12	10
CF NFkB block	16	-4	-11	-1	-25	11	-9	-5	5
Shn3 inh set2	45	-26	23	-3	5	34	-7	10	2
TRAIL sens C8	8	-8	-18	13	-8	26	1	9	-5
HIF-2a block	17	5	7	12	-14	82*	11	5	20
hiPSC survival	-0.9	-0.3	0.4	-0.4	0.2	-3.2	-0.4	-1.1	-1.3
LMP1 NFkB inh	-1	12	4	-3	nt	-19	-5	11	-2
Peg3 prom inh	13	9	-8	7	-16	94*	16	3	12
TRPM1 prom inh	5	10	2	-11	nt	82*	6	-12	-11
KKLEB cytotox	-8	2	0	5	12	-23	5	-2	-6
NR2E3 ag-2	-2	2	2	2	-4	2	1	-6	4
